Screening results (PubChem BioAssay)
KB-V1 cytotox: qHTS assay for MDR1-selective chemotherapeutics: Primary screen using the drug-selected MDR subline cells KB-V1 | AID 1347076, 2019 | 400,000 compounds, 3.4% hits | KB-V1 MDR cells viability, CellTiter-Glo, 72 h | Potency, µM (series often up to 46.1 µM), without a hit: at the top dose activity change, negative = cytotoxicity, actives largely listed as cytotoxic; further: nearly all actives have a fitted effect of over 60% in size
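KB-V1 MDR subline cells in DMEM (phenol-red free, 10% FBS) exposed to compounds in qHTS concentration series for 72 h at 37 degrees C. Viability read by CellTiter-Glo luminescence; concentration-effect curves fitted after normalization and correction.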
KB-3-1 cytotox: qHTS assay for MDR1-selective chemotherapeutics: Primary screen using the parental adenocarcinoma cell KB-3-1 | KB-3-1 viability, CellTiter-Glo ATP luminescence, 72 h | Potency, µM (titrated, usually from 46.1 µM), for the others: at the highest dose activity change, negative = cytotoxic, most hits filed as cytotoxic | 400,000 compounds, 1.4% hits; further: nearly all actives have a fitted effect of over 60% in size
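Cells are dispensed, compounds pinned in, plates held at 37 °C for 72 h, then CellTiter-Glo is added and luminescence read after 10 minutes. Cell line: parental KB-3-1 in phenol-red-free DMEM, 10% FBS.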
Active calls of the source: *; ? = inconclusive. The call rests on the fitted dose curve; in most records, active means well fitted cell-killing curve with a large enough effect; inconclusive means small, poorly fitted or top-dose-only effect, or effect the other way; inactive means flat fitted curve, though single readings scatter. On the % scale 0 is the no-effect control and ±100 the full control effect; potency means the concentration at half of the fitted maximal effect. The list is partial (hit frequency here may not be typical).

SMILES | KB-V1 cytotox | KB-3-1 cytotox
COc1ccc(N2CCN(C(c3ccccc3)c3nnnn3C(C)C)CC2)cc1 (centres undefined) | 0% | ?
O=C1CCC[C@@H]2[C@@H](Cc3ccccc3)[C@@H](Nc3ccccc3)C[C@@H]3CCN1[C@@H]32 | ? | -6%
COc1cc(C2Nc3ccccc3C(=O)N2Cc2ccco2)ccc1O (centres undefined) | 2% | 0%
O=C(Nc1ccc(Br)cn1)c1cnn2c1NC(=C1CC1)C=C2C(F)F | 0% | ?
CCOc1c2c(c(-c3ccc4c(c3)OCO4)c3cc(OC)c(OC)cc13)C(=O)OC2 | ? | 1.3µM*
CCCCCc1cc[n+](CC(=O)c2ccccc2)cc1 | 0% | 3%
COc1cc(/C=C2/C=Cc3ccccc32)ccc1N(C)C | -25% | ?
COc1ccc(CN2[C@@H](CC(=O)O)c3ccc(/C=C/C(=O)O)cc3S2(=O)=O)cc1 | -3% | 8%
COc1cc2ncnc(N3CCN(C(=O)Nc4ccc(Oc5ccccc5)cc4)CC3)c2cc1OC | -5% | -10%
Cc1ccccc1NC(=O)c1ccccc1OCC(=O)Nc1ccc(Br)cc1 | 24% | 12%
Cc1c(C=O)ccc(N(C)C)c1C | 0% | ?
COc1cc(OC)c(-c2nn3c(-c4n[nH]c5c4CCC5)nnc3s2)cc1OC | ? | ?
COc1ccc(N2C(=O)c3ccccc3NC2c2ccc(OC)c(COc3ccccc3F)c2)cc1 (centres undefined) | -18% | -3%
CNc1c(Br)cc(C(O)C2=CCc3ccccc32)cc1Br (centres undefined) | 0% | -23%
S=c1[nH]c2ccccc2n1CCc1ccccc1 | -28% | -20%
COc1cc(/C=C/c2cc[n+](C)c3ccccc23)cc(OC)c1OC | 19% | ?
Cc1cc(C)c2cccnc2c1O | -1% | 4%
CCc1ccc(NC(=O)CSc2nnc(-c3ccc(N)cc3)n2C)cc1 | 25% | 0%
C=C[C@@H]1c2cc(C)ccc2N(S(=O)(=O)c2ccc(C)cc2)[C@H](c2ccc(C(C)(F)F)cc2)C1(C#N)C#N | -31% | -23%
c1c[nH]c(C2CCN(c3ncc(-c4ccc5c(c4)OCCCO5)s3)CC2)n1 | 13% | 0%
CC(C)C(=O)Nc1nc2c(ncn2[C@H]2CC(O)[C@@H](CO)O2)c(=O)[nH]1 (some centres undefined) | 0% | ?
Nc1cc(N)cc(N)c1 | 7% | 11%
CCOc1nc(C#N)nc(N(c2ccccc2)c2ccccc2)n1 | ? | ?
CC/C=C1/N=C2C(=O)N(C)C(=O)N=C2N(C)N1 | 0% | 18µM*
COc1cc(/C=C/c2ccc3ccccc3[n+]2C)cc(OC)c1OC | -18% | -3%
OCc1nc2ccccc2[nH]1 | -8% | ?
Nc1cccc(/C=C2\C=Cc3ccccc32)c1 | -5% | 15%
O=C(CNC(=O)C1CCCCC1)OCC(=O)c1ccc(C2CCCCC2)cc1 | 0% | 0%
O=C(Nc1ccc2nc(-c3ccccn3)c(-c3ccccn3)nc2c1)N1CCCC1 | 0% | 27%
CCCCCCCCCN(CCCCCCCCC)c1ccc(/C=C/c2ccnc3ccccc23)cc1 | -1% | 30%
CN(CC(=O)O)c1ccc(C=O)cc1 | 4% | 11%
O=C(/C=C/c1ccccc1Cl)Nc1cccc([S+](=O)([O-])Nc2ccccc2F)c1 | -12% | ?
Cc1ccnc2ccc(F)cc12 | 0% | 1%
Cc1cccc2c(C(O)c3c[nH]c4c(C)cccc34)c[nH]c12 | -11% | 3%
COc1ccc(/C=c2\[nH]c(=O)/c(=C/c3ccc(OC)cc3)[nH]c2=O)cc1 | 5% | 8%
C[C@H](NC(=O)OC(C)(C)C)[C@@H](O)c1ccco1 | 4% | 18%
Cc1ccc(CN2[C@H]3CCCC[C@@H]3OCCS2(=O)=O)cc1 | ? | 15%
O=C(C[n+]1cccc(Br)c1)c1cccc([N+](=O)[O-])c1 | 11% | 0%
C=C1C=C(C)n2ncc(C(=O)Nc3ccc(F)cc3F)c2N1 | 44% | 0%
Cc1c(/C=C/c2ccnc3ccccc23)ccc(N(C)C)c1C | -8% | ?
CCOc1ccc(/C=C/c2ccnc3ccccc23)cc1OCC | ? | 0%
Cc1cc(/C=C2\C=Cc3ccccc32)ccc1N(C)C | 0% | -18%
S=c1ncc2n[nH]nc2[nH]1 | ? | ?
Nc1ccc(-c2nc3ccc(-c4nc5ccc(N)cc5[nH]4)cc3[nH]2)cc1 | -2% | 18%
CC(C)CCOc1ccc(CC(=O)NO)cc1 | 0% | -9%
CN(C)c1ccc(CC2CCc3ccccc32)cc1 (centres undefined) | 7% | -6%
CC(=O)Nc1ccc(/C=C2\C=Cc3ccccc32)cc1 | 1% | -20%
Cn1cc(/C=C/c2ccnc3ccccc23)c2ccccc21 | -20% | ?
Cc1cccc(/C=C/c2cccs2)n1 | 2% | 2.3µM*
Cc1ccc(F)cc1NC(=O)COC(=O)c1ccc(S(C)(=O)=O)c([N+](=O)[O-])c1 | 0% | ?

(more compounds)
SMILES | KB-V1 cytotox | KB-3-1 cytotox
COc1cccc2cc(-c3nc(-c4ccccc4)c(C)s3)c(=O)oc12 | ? | ?
Cc1ccc(NC(=O)c2ccc(-n3nncc3-c3ccccc3)cc2)cc1 | 10% | 0%
OC(C1=C/C(=C\c2ccncc2)c2ccccc21)c1ccncc1 (centres undefined) | 16µM* | ?
CCN(CC)c1ccc(/C=C/c2ccccn2)cc1 | -14% | 0.33µM*
Cn1c2cc(S(C)=O)sc2c2cnn(Cc3cccc(O)c3)c(=O)c21 (centres undefined) | 14% | 7%
CS(=O)(=O)c1ccc(NC(=O)COc2ccccc2C(=O)Nc2ccccc2)cc1 | 0% | 16%
CC(=O)Nc1cccc(OC2=NS(=O)(=O)c3ccccc32)c1 | -8% | 21%
CN(C)c1ccc(/C=C/c2ccnc3ccc(I)cc23)cc1 | 0% | ?
O=c1[nH]c(=O)n([C@@H]2O[C@H](CO)[C@@H](O)[C@H]2O)cc1F | ? | ?
Cc1cnc2ccc(I)cc2c1/C=C/c1ccc(N(C)C)cc1 | ? | 12µM*
CCSc1ncnc2nc[nH]c12 | ? | ?
C#CCN(Cc1ccc(OC)cc1)S(=O)(=O)C=C | ? | ?
O=C(C[n+]1ccc(Cl)c2ccc(Cl)cc21)c1ccc(F)cc1 | -16% | ?
O=C(Nc1cc(Cl)cc(Cl)c1)c1cnn2c1NC(=C1CC1)C=C2C(F)F | 0% | 15%
Oc1c(C(Nc2cccnc2)c2ccc(C(F)(F)F)cc2)ccc2cccnc12 (centres undefined) | 0% | -3%
C=C1C=C(C(F)F)n2ncc(C(=O)Nc3cccc(CC)c3)c2N1 | ? | 60%
Cc1ccc(CNc2ncnc3[nH]ncc23)o1 | -14% | ?
COc1cc(O)c(C(CC(=O)N2CCC(c3ccccc3)CC2)c2ccc(OC)c(OC)c2)c(OC)c1 (centres undefined) | ? | ?
O=C1CCc2cc(S(=O)(=O)Nc3ccc(Cl)c(Cl)c3)ccc2N1 | 6% | -2%
Cc1cc2c(cc1C)N[C@]1(C[C@H]3CCC(=O)N4CC[C@@H](C1)[C@@H]34)C(=Nc1ccccc1C)N2 | -6% | 15%

One compound at a time (already shown). Values in the order: KB-V1 cytotox, KB-3-1 cytotox
`O=C1CCc2cc(S(=O)(=O)Nc3ccc(Cl)c(Cl)c3)ccc2N1` across the screens: 6%, -2%
`Oc1c(C(Nc2cccnc2)c2ccc(C(F)(F)F)cc2)ccc2cccnc12` (centres undefined) across the screens: 0%, -3%
`Cc1cc2c(cc1C)N[C@]1(C[C@H]3CCC(=O)N4CC[C@@H](C1)[C@@H]34)C(=Nc1ccccc1C)N2` across the screens: -6%, 15%

(more compounds)
SMILES | KB-V1 cytotox | KB-3-1 cytotox
CN(C)C(=O)COC(=O)c1ccccc1OCC(=O)Nc1ccc(Br)cc1 | 30% | ?
Oc1cc2cc(-c3csc(-c4ccc(F)cc4)n3)cc3c2n1CCC3 | 42% | ?
O=C(Nc1ccc([N+](=O)[O-])cc1Cl)c1cc(Cl)cc(Cl)c1O | ? | ?
CCCCCCNc1ccc(/C=C/c2ccnc3ccccc23)cc1 | ? | -41%
CC(=O)/C=C/c1ccc2c(c1)S(=O)(=O)N(C1CCCC1)[C@H]2CC(C)=O | 18µM* | ?
COc1ccc(-c2sc(N)nc2-c2ccccc2)cc1 | -19% | -7%
CCc1ccc2[nH]c(=O)c(CN(Cc3ccccc3)Cc3nnnn3Cc3ccccc3)cc2c1 | 0% | 0%
O=S(=O)(c1ccc(Cl)cc1)N1CCN(c2nc(-c3ccccc3)nc3ccccc23)CC1 | 0% | 18%
NS(=O)(=O)c1ccc(NC(=O)c2cnn3c2NC(=C2CC2)C=C3C(F)F)cc1 | ? | 27%
CC(O)c1nc2ccccc2[nH]1 (centres undefined) | 3% | 2%
CCc1ccc(NC(=O)COC(=O)c2ccccc2OCC(=O)N(C)C)cc1 | 7% | 17%
COc1cc2nc(CCc3nc4cc(OC)c(OC)cc4[nH]3)[nH]c2cc1OC | -5% | -8%
O=S(=O)(c1ccc(C(F)(F)F)cc1)N1CCN(c2nc(-c3ccccc3)nc3ccccc23)CC1 | 7% | 0%
O=C(COC(=O)CNC(=O)C1CCCCC1)NC1CC1 | 23% | ?
CN(C)c1ccc(N=Cc2ccnc3ccccc23)cc1 | 5% | 11%
Brc1ccc2c(ccc[n+]2CCc2ccccc2)c1 | 0% | ?
CCCCCN(CCCCC)c1ccc(/C=C/c2ccnc3ccccc23)cc1 | ? | 17%
C=C1NN(CC#N)C(=O)N1c1ccc(OCc2ccccc2)cc1 | 5% | 3%
Cc1ccc2ccccc2[n+]1CCCCI | 0% | -14%
O=C1Nc2ccc(I)cc2C1=Cc1cc(Br)c(O)c(Br)c1 | 9% | -9%
C(=Nc1ccc(/C=C/c2ccnc3ccccc23)cc1)c1cc2c3c(c1)CCCN3CCC2 | -3% | 0%
O=C(C[n+]1ccccc1Br)c1ccc(I)cc1 | 0% | ?
Cn1c(NC2=NC3(CCCC3)C3=C(CCCC3=O)N2)nc2ccccc21 | 18% | 24%
CN(C)c1ccc(/C=C2\C(=O)/C(=C\c3ccc(N(C)C)cc3)c3ccccc32)cc1 | -8% | 0%
O=[N+]([O-])c1ccccc1/C=C1\C=Cc2ccccc21 | 0% | 0%
O=C(Nc1ccc(Cl)cc1Cl)c1cnn2c1NC(=C1CC1)C=C2C(F)F | 0% | ?
O=c1[nH]c(=S)c2n[nH]nc2[nH]1 | ? | -13%
C(=C\c1ccnc2ccccc12)/c1cc2c3c(c1)CCCN3CCC2 | 15% | -2%
CN(C)c1ccc(Cn2ccc3ccccc32)cc1 | -5% | -1%
O=C(c1cccc(Cl)c1Cl)N(Cc1ccco1)Cc1cccs1 | -3% | -10%
Cn1c2c(c3cnc4cc(Cl)ccc4c31)CN(Cc1ccc(Cl)cc1)CC2 | -4% | ?
O=[N+]([O-])c1ccc2c(c1)C=CC2 | 1% | 3%
N=c1nc(-c2ccccc2)n(-c2ccccc2)s1 | ? | 31%
Cc1c(CCO)sc[n+]1CC(=O)c1ccc2ccccc2c1 | 10% | ?
O=C(C[N+]12CN3CN(CN(C3)C1)C2)c1ccc(Br)cc1 | -18% | -1%
C1=Cc2ccccc2/C1=C/c1ccc2c(c1)OCO2 | 3% | -20%
NC(=O)C1CCN(c2ncc(-c3ccc4c(c3)OCO4)s2)CC1 | -3% | 0%
CC(C)(C)c1ccc(C(=O)C[n+]2ccccc2Cl)cc1 | -4% | 6%
COc1cc(OC)c(OC)cc1/C=C/c1ccc2ccccc2[n+]1C | 16% | 13µM*
Cc1c(O)c2c(c(C(=O)/C=C/c3ccccc3)c1O)OC(C)(C)C=C2 | 15% | -11%

Some of the entries above in another layout:
Every second line gives: KB-V1 cytotox	KB-3-1 cytotox
> O=C(COC(=O)CNC(=O)C1CCCCC1)NC1CC1
    23%	?
> Cc1cc(/C=C2\C=Cc3ccccc32)ccc1N(C)C
    0%	-18%
> COc1ccc(N2CCN(C(c3ccccc3)c3nnnn3C(C)C)CC2)cc1 (centres undefined)
    0%	?
> Cc1c(O)c2c(c(C(=O)/C=C/c3ccccc3)c1O)OC(C)(C)C=C2
    15%	-11%
> Nc1cccc(/C=C2\C=Cc3ccccc32)c1
    -5%	15%
> O=S(=O)(c1ccc(C(F)(F)F)cc1)N1CCN(c2nc(-c3ccccc3)nc3ccccc23)CC1
    7%	0%
> O=S(=O)(c1ccc(Cl)cc1)N1CCN(c2nc(-c3ccccc3)nc3ccccc23)CC1
    0%	18%

The listing continues.
SMILES | KB-V1 cytotox | KB-3-1 cytotox
C(=Nc1ccc(/C=C/c2ccnc3ccccc23)cc1)c1ccco1 | 0% | 0%
CC(C)(C)CC(C)(C)N=C1Nc2ccc([N+](=O)[O-])cc2N[C@]12C[C@H]1CCCC(=O)N3CC[C@@H](C2)[C@@H]13 | ? | ?
COc1ccc(/C=C/c2ccc3ccccc3[n+]2C)c(OC)c1OC | 1% | ?
Cc1cc[n+](C2CCCCC2)c2ccccc12 | -7% | 16%
Cc1csc(NCC(=O)c2c(C)[nH]c3ccccc23)n1 | -10% | -20%
CCCCCCCCCCN(CCCCCCCCCC)c1ccccc1 | 15% | 19%
